Pf apPOL inh = Pf-apPOL inhibitors, biochemical, fluorescence. inhibition, % at 10 µM. Recombinant Pf-apPOL, molecular beacon fluorescence, 1.5 h. 210,000 tested, 0.25% active. Plasmodium falciparum apicoplast DNA polymerase (apPOL)
mHTT-CaM PPI inh = mutant huntingtin-calmodulin interaction inhibitors – biochemical, AlphaScreen, primary screen. P42858. AlphaScreen His-mHTT/GST-CaM binding, luminescence. inhibition, % at 15 µM. 190,000 tested, 3.6% active;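 further: 0% = both proteins with DMSO and 100% = one protein alone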
* marks the source's active call; other numbers are inactive results; . = no result given; & = joins results of further samples. No stated cut-off is given here; in the data, active means inhibition above about 50%; inactive means the rest. An unsorted share of the library; any-hit rate near 3.5%.

SMILES	Pf apPOL inh	mHTT-CaM PPI inh
COc1ccc(N2CCN(Cc3cc(OC)c(O)c([N+](=O)[O-])c3)CC2)cc1	-2	2
O=C(Nc1cccc([N+](=O)[O-])c1)c1cc(I)ccc1Cl	-13	4
COc1ccc(OC)c(C=C2Oc3cc(OS(=O)(=O)c4ccccc4)ccc3C2=O)c1	0	-9
Cc1cccc(OCCn2c(CCO)nc3ccccc32)c1C	-10	3
Fc1ccc2[nH]c3nc4ccccc4nc3c2c1	.	-1
O=C(COc1ccc(Br)cc1Cl)NCc1ccccc1	7	-7
CCc1ccc(C2CC(c3ccc(C)cc3)n3nc(N)nc3N2)cc1 (centres undefined)	7	0
CC(Nc1ncnc2ccccc12)c1ccccc1 (centres undefined)	2	-7
Cc1ccc(SCCN2CCC(O)CCC2=O)cc1 (centres undefined)	-6	-2
CSc1cccc(NC2CCN(C)CC2)c1	-7	0
Nc1ccc(-c2cc(N)n(-c3ccc(Oc4ccccc4)c(S(=O)(=O)O)c3)n2)cc1	-2	24
COc1cc2c(cc1OC)C(C(=O)N1CCC(C)CC1)C(c1ccc(SC)cc1)N(C)C2=O (centres undefined)	-15	38
Cc1cc(OCC(O)CSc2ccccn2)ccc1Cl (centres undefined)	-8	-48
COc1cn(CC(=O)Nc2ccc(OC(F)(F)F)cc2)c(CO)cc1=O	-3	-17
CS(=O)(=O)N(CC(=O)Nc1ccccc1)c1cc(C(F)(F)F)ccc1Cl	-2	6
Cc1ccc(CN[C@H]2CCC23CCC(c2ccccc2)CC3)o1 (some centres undefined)	-6	-26
CN(C)c1ccc(NC(=O)C(C)(C)Oc2ccc(Cl)cc2)cc1	-6	20
Cc1ccc(C2C(=C(O)c3ccccc3)C(=O)C(=O)N2CCCC(=O)O)cc1 (centres undefined)	-10	0
CC(=O)NS(=O)(=O)c1ccc(NC(=O)c2ccccc2I)cc1	-1	0
COCCNC(=O)C(NC(=O)c1ccc(F)cc1)C12CC3CC(CC(C3)C1)C2 (centres undefined)	4	3
N#CC1=C(N)OC2=C(C(=O)CCC2)C1c1ccc(O)cc1 (centres undefined)	-7	-7
O=[N+]([O-])c1cc(C(F)(F)F)ccc1NN=C1CCSc2ccc(F)cc21	-8	.
COc1cccc(-c2nc(C3CCN(S(=O)(=O)c4ccc(Cl)cc4C)CC3)no2)c1	2	0
Cc1nnc(-c2nnc(NC3CCCC3)c3ccccc23)o1	-6	9
Cc1ccc(NC(=O)Cn2nc(N3CCSCC3)c3ccccc3c2=O)c(C)c1	-1	-3
COc1ccc(C2CC(c3ccccc3OC(F)F)n3nnnc3N2)cc1 (centres undefined)	-6	-6
COc1ccc(C2CC(C(F)(F)F)n3ncc(C(=O)Nc4ccc(C#N)cc4)c3N2)cc1OC (centres undefined)	-3	4
Cn1c(=O)c2c(ncn2CC(=O)Nc2nc3c(s2)CCCC3)n(C)c1=O	-6	9
Cc1cc(C)cc(C(=O)N2CCCC(C(=O)NCCc3ccco3)C2)c1 (centres undefined)	5	-1
COc1ccc(Nc2nc(NCc3ccccn3)nc3[nH]ncc23)cc1	2	0
COc1ccccc1NC(=O)c1cc(S(=O)(=O)N2CCC(C(=O)O)CC2)ccc1F	1	12
COC(=O)COc1ccc2c(C)c(-c3ccccc3)c(=O)oc2c1	-3	4
COc1ccccc1-n1nnc(C(=O)Nc2ncc(Cc3ccccc3)s2)c1C	0	-1
CCOc1ccc(CCNC(=O)Cn2c([N+](=O)[O-])cnc2C)cc1OCC	-2	-4
O=C1CCC(c2nc(-c3cccs3)no2)N1Cc1ccccc1 (centres undefined)	-10	-13
O=C(O)c1cc(NS(=O)(=O)c2cccc3nsnc23)cc(C(=O)O)c1	0	-3
COc1ccc(CNC(=O)c2csc3c2CCCCC3)cc1	-4	-14
COc1ccc(NC2CC(=O)N(c3ccccc3Cl)C2=O)cc1 (centres undefined)	-2	3
Cc1nn(-c2ncc(C(F)(F)F)cc2Cl)c(C)c1Sc1ccc(Cl)cc1	-3&-4	.
O=C(O)C1CSC(c2ccc(Cl)cc2Cl)N1 (centres undefined)	-3	9
Cn1c(SCC(=O)c2ccc(O)cc2)nnc1-c1ccco1	-3	-1
Cc1cc(C)c2c(N3CCCCC3)nc(C(=O)NC3CC3)nc2n1	-6	-5
COc1ccc(C2=NN3C(C2)c2cc(Cl)ccc2OC3(C)C)cc1 (centres undefined)	-16	38
S=C(Nc1cccnc1)Nc1cc(Cl)c(Cl)cc1Cl	.	-3
CCc1noc(-c2cccnc2N2CCCN(C(=O)c3ccc(C)cc3)CC2)n1	-5	2
CCc1ccc(NC(=O)CCSc2ccccc2)cc1	-2	-37
CCCCOc1ccc(S(=O)(=O)N2CC(C)OC(C)C2)cc1 (centres undefined)	-3	-19
CC1CCN(S(=O)(=O)c2ccc(F)c(C(=O)NC3CCCC(C)C3C)c2)CC1 (centres undefined)	1	-5
C=CCc1c(C)nc2nc(SCC3=CC(=O)N4C=CC=CC4N3)nn2c1C (centres undefined)	-7	0
CCC(=O)N1CCc2c(C(=O)N3CCN(c4ccccc4)CC3)cccc21	1	-1

Single entries from the results shown:
Pf apPOL inh with C=CCc1c(C)nc2nc(SCC3=CC(=O)N4C=CC=CC4N3)nn2c1C (centres undefined) stands at -7
mHTT-CaM PPI inh with COc1ccc(C2=NN3C(C2)c2cc(Cl)ccc2OC3(C)C)cc1 (centres undefined) stands at 38
mHTT-CaM PPI inh with S=C(Nc1cccnc1)Nc1cc(Cl)c(Cl)cc1Cl stands at -3

New compounds follow:
SMILES	Pf apPOL inh	mHTT-CaM PPI inh
CSc1nnc(C)c(=O)n1COC(=O)c1cccc([N+](=O)[O-])c1	-10	-13
CCC1CCCCN1C1CC(=O)N(c2ccc(OC)cc2)C1=O (centres undefined)	-2	2
COc1ccc(Cl)cc1NC(=O)CN1CCCC1	3	-7
CC(C)C(=O)N1CCN(c2nc(C(C)C)c3c(c2C#N)CC(C)(C)OC3)CC1	-5	-1
NC(=O)c1ccc[n+](CC(=O)c2ccc(NC(=O)c3ccccc3)cc2)c1	10	10
CC1(C)CC(=O)C2=C(C1)OC(c1cc([N+](=O)[O-])ccc1O)C(C#N)=C2N (centres undefined)	-2	-12
CCN(CC)CC(C)CNC(=O)CC(C(=O)N1CCc2ccccc21)n1ccnc1 (centres undefined)	-9	-8
O=[N+]([O-])c1ccc(S(=O)(=O)N2CCN(S(=O)(=O)c3ccccc3)CC2)cc1	-11	-2
COc1cccc(C(=O)Nc2c3c(nn2-c2ccccc2C)CS(=O)(=O)C3)c1	-6	-2
COc1cccc(CNC(=O)C2(C)CCCN(C(=O)Nc3ccc(Cl)cc3)C2)c1 (centres undefined)	-4	-11

Six entries picked at random from the list so far:
SMILES	Pf apPOL inh	mHTT-CaM PPI inh
CCN(CC)CC(C)CNC(=O)CC(C(=O)N1CCc2ccccc21)n1ccnc1 (centres undefined)	-9	-8
NC(=O)c1ccc[n+](CC(=O)c2ccc(NC(=O)c3ccccc3)cc2)c1	10	10
COc1cccc(C(=O)Nc2c3c(nn2-c2ccccc2C)CS(=O)(=O)C3)c1	-6	-2
CCC1CCCCN1C1CC(=O)N(c2ccc(OC)cc2)C1=O (centres undefined)	-2	2
CC1(C)CC(=O)C2=C(C1)OC(c1cc([N+](=O)[O-])ccc1O)C(C#N)=C2N (centres undefined)	-2	-12
COc1cccc(CNC(=O)C2(C)CCCN(C(=O)Nc3ccc(Cl)cc3)C2)c1 (centres undefined)	-4	-11

Profiles from above.
CC1(C)CC(=O)C2=C(C1)OC(c1cc([N+](=O)[O-])ccc1O)C(C#N)=C2N (centres undefined) in the list: Pf apPOL inh = -2; mHTT-CaM PPI inh = -12
NC(=O)c1ccc[n+](CC(=O)c2ccc(NC(=O)c3ccccc3)cc2)c1 in the list: Pf apPOL inh = 10; mHTT-CaM PPI inh = 10

(list continues)
SMILES	Pf apPOL inh	mHTT-CaM PPI inh
O=C1CC2(CCN(C(=O)C34CC5CC(CC(C5)C3)C4)CC2)Oc2ccccc21	-4	-8
Cn1nc(-c2nc(-c3ccccc3F)no2)c2c1CCN(C(=O)c1ccc(C#N)cc1)C2	-2	-7
CSc1cccc(NC(=O)N2CCC(c3nc4cccnc4n3C)C2)c1 (centres undefined)	-3	7
CC1CCc2cc(F)ccc2N1C(=O)Nc1cccc(F)c1 (centres undefined)	-8	-3
O=C(CCS(=O)(=O)c1ccccc1)NC1CS(=O)(=O)CC1Cl (centres undefined)	-2	-6
COc1ccc(-c2cc(C(=O)N3CCCC3c3ccc(C)cc3)on2)cc1 (centres undefined)	-2	-1
Cc1cc(NS(=O)(=O)c2ccc(NC(=O)c3ccc(Cl)cc3Cl)cc2)nc(C)n1	-2	5
O=C(NC1CCN(Cc2ccccc2)CC1)c1ccc(-n2cccn2)cc1	-4&-8	.
CCOC(=O)c1ccc(Oc2c(C)oc3c4c(ccc3c2=O)OCN(CCOC)C4)cc1	-2	5
CC(C)CN(CCNC(=O)CC(C(=O)N1CCc2ccccc21)n1ccnc1)CC(C)C (centres undefined)	-16	24
COc1cc2c(cc1OC)C(C(=O)Nc1ccccn1)C(c1cccnc1)N(C)C2=O (centres undefined)	-4	-2
Cc1cccc2oc(-c3cc(N=Cc4cc([N+](=O)[O-])cc([N+](=O)[O-])c4O)ccc3O)nc12	1	28
Cc1cc(C)c2c(c1)CC(C)(C)c1[nH]c(-c3ccc(Cl)cc3Cl)nc1-2	-4	.
COc1cc(C2OC(c3cc(C)ccc3[N+](=O)[O-])=NN2C(C)=O)cc(OC)c1OC (centres undefined)	-5&-3	.
Cc1cc(NC(=O)C2CC2)n(-c2nc3ccccc3n2C)n1	-6	1
CCCCC(=O)N1CCC(C(=O)NCCc2csc(-c3ccccc3)n2)CC1	-1	2
CSc1nc(N)nc(SCC(=O)Nc2ccc([N+](=O)[O-])cc2)c1C#N	-10	-3
C[C@@H](NS(=O)(=O)c1c(F)cccc1F)c1ccccc1	0	-2
O=C(CCc1ccccc1)Nc1ccncc1	8	-8
c1nc(Nc2ccc(N3CCCCC3)cc2)c2c3c(sc2n1)CCCC3	-1	17
C=CCn1c(SCC(=O)NN=Cc2cccc(OC)c2)nnc1-c1ccccc1	-1	.
COc1ccccc1NC(=O)COc1ccc(C)c(C)c1	-10	-22
O=S(=O)(c1cccnc1)N1CCC(n2c(-c3ccsc3)nc3cccnc32)C1 (centres undefined)	-5	11
Cn1c(=O)c2c(nc(NC3CCCCC3)n2Cc2ccc(Br)cc2)n(C)c1=O	-1	15
COc1ccccc1CN1C(=O)c2ccccc2C1C(=O)NCC1CCCO1 (centres undefined)	2	26
Cc1ccc2ncn(C3CCN(C(=O)Nc4ccccc4)CC3)c(=O)c2c1	2	-7
COc1cccc(C2CC(c3cccc(C)c3)n3nc(N)nc3N2)c1 (centres undefined)	-2	2
CCc1ccc(Oc2c(C(F)(F)F)oc3c(CN4CCOCC4)c(O)ccc3c2=O)cc1	-7	3
CCOC(=O)c1c(-c2ccccc2)oc2cc(Br)c(OC(C)C(=O)OC)cc12 (centres undefined)	0	-24
Cc1cc(F)ccc1S(=O)(=O)NCC1CC2CCC1C2 (centres undefined)	1	-12

Exported with each value named: four of the compounds above
SMILES: COc1cccc(C2CC(c3cccc(C)c3)n3nc(N)nc3N2)c1 (centres undefined)
  Pf apPOL inh: -2	mHTT-CaM PPI inh: 2
SMILES: CCc1ccc(Oc2c(C(F)(F)F)oc3c(CN4CCOCC4)c(O)ccc3c2=O)cc1
  Pf apPOL inh: -7	mHTT-CaM PPI inh: 3
SMILES: CCOC(=O)c1c(-c2ccccc2)oc2cc(Br)c(OC(C)C(=O)OC)cc12 (centres undefined)
  Pf apPOL inh: 0	mHTT-CaM PPI inh: -24
SMILES: Cc1cc(F)ccc1S(=O)(=O)NCC1CC2CCC1C2 (centres undefined)
  Pf apPOL inh: 1	mHTT-CaM PPI inh: -12

Further entries:
SMILES	Pf apPOL inh	mHTT-CaM PPI inh
O=C(CSCc1ccccc1)NCC1(c2cccs2)CC1	-8	-25
O=C(CN1C(=O)/C(=C2/SC(N3CCOCC3)=NC2=O)c2ccccc21)Nc1ccc(F)cc1	1	1
CCSc1nnc(-c2nn(C)c3c2CN(C(=O)c2ccccc2OC)CC3)n1C	-1	-3
Cc1ccc(S(=O)(=O)CCN(CCS(=O)(=O)c2ccc(C)cc2)c2ncccn2)cc1	-6	.
CC(=O)Nc1ccc2nc(N3CCC(C(=O)N4CCCCC4)CC3)cc(C)c2c1	-1	0

Compound activity deposited in PubChem BioAssay by University of Kansas High Throughput Screening Laboratory.
